# S1P4 antag: blocks the human S1P4 receptor | O95977 | 220,000 compounds, 0.26% hits | S1P4-expressing cells, antagonist mode, reporter read-out | inhibition, % at 4.98 µM | AID 1510; in the data active = inhibition above about 29%;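 note: 0% = wells stimulated with agonist and 100% = vehicle wells without agonist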
# NPY-Y2 PAM-ag: human NPY-Y2 potentiation or agonism, primary screen; cells expressing NPY-Y2, potentiator/agonist read-out; activation, % at 3.6 µM; 220,000 compounds, 0.45% hits; in the data active = activation above about 27%;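 note: cells stimulated with NPY near EC25 plus isoproterenol at EC100; 0% = vehicle plus submaximal agonist and 100% = vehicle plus saturating agonist; some results beyond the cut were filed as inactive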
# Target sequence (P49146 whole entry, looked up): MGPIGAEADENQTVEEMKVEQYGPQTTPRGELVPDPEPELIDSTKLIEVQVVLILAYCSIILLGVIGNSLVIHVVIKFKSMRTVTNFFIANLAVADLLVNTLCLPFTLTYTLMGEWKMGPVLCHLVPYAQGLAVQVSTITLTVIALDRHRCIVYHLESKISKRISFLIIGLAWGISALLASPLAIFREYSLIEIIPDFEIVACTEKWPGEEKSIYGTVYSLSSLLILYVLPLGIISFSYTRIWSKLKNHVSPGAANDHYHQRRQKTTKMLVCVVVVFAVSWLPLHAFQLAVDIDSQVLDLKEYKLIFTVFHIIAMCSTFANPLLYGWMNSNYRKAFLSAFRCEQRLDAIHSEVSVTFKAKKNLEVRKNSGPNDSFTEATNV
# S1P4 agonist: human S1P4 receptor agonism | S1P4-expressing cell line, agonist reporter assay | AID 1509 | activation, % at 4.98 µM | 220,000 compounds, 0.35% hits; in the data active = activation above about 11%;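 note: 0% = DMSO vehicle and 100% = reference agonist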
# CHOP inhibitor: inhibitors of CHOP induction in ER stress response; CHO-K1 CHOP-promoter luciferase, tunicamycin-induced, 15-18 h; inhibition, % at 10 µM; 220,000 compounds, 3.8% hits;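 active = compounds that reduced the stress-induced luciferase reporter signal by more than about 70% of percent inhibition, limit read from the data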;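 note: 0% = tunicamycin plus vehicle and 100% = wells without tunicamycin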
# NPY Y1 blocker: antagonists of human neuropeptide Y receptor Y1. inhibition, % at 3.6 µM. P25929. HEK293-CNG Y1 cells, membrane potential fluorescence; NPY at EC95, then isoproterenol. 200,000 compounds, 1% hits;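 active = inhibition above the campaign mean inhibition of all tested compounds plus 3 SD, cut at about 20% in these data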;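 note: 0% = DMSO wells given NPY plus isoproterenol and 100% = isoproterenol alone without NPY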
# Target sequence (P25929 whole entry, looked up): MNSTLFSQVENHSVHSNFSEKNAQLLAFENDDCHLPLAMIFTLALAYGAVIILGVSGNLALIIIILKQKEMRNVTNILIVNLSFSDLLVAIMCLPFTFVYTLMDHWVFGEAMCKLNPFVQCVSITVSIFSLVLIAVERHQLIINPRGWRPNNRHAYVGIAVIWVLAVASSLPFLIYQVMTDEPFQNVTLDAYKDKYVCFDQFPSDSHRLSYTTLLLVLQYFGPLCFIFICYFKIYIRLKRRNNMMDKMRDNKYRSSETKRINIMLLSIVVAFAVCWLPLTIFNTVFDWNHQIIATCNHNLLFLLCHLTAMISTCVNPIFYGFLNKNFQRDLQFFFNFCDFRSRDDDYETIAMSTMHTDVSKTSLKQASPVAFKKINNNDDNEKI
#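 Test system – HEK293 Y1/CNG channel cell line · Also added – NPY agonist 25 nM, then isoproterenol 1 µM plus Ro 20-1724 25 µM · Compound dosing – one concentration, 3.6 µM, in 0.4% DMSO · Schedule – compound incubation 1 h at room temperature, readout 45 min post-stimulation · Technique – fluorescence, membrane potential probe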
# TRPML3 agonist: agonists of human TRPML3 channel. 220,000 compounds, 0.29% hits. Q8TDD5. HEK293 TRPML3-YFP, Fluo-8 calcium fluorescence; 100% = the carbachol control signal. activation, % at 3 µM;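 active = activation above its plate's cutoff, the mean activation of the plate's test wells plus 3 SD, cut at about 12% in these data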;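 note: 0% = DMSO only wells and 100% = carbachol wells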
#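 Test system – HEK293 line with stable expression of human TRPML3-YFP channel · Control set – carbachol 87 µM final as high control (100%), DMSO as low control (0%) · Signal – Fluo-8 calcium dye fluorescence, ex 470-495, em 515-575 nm · Incubation – 1-h 37 °C dye load, 5-s basal, 120-s post-compound reads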
# NPY-Y1 PAM-ag: human NPY-Y1 potentiation or agonism, primary screen. NPY-Y1 expressing cells, potentiator/agonist activation. activation, % at 3.6 µM. 220,000 compounds, 0.37% hits; in the data active = activation above about 33%, passing the limit was not always enough;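 note: cells stimulated with NPY at EC10 then isoproterenol at EC100; 0% = low agonist plus stimulus and 100% = saturating agonist plus stimulus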
# EP2 modulator: EP2 receptor (human) modulation; EP2-expressing cells, cAMP HTRF FRET, PGE2 co-stimulation; induction, % at 25 µM; 260,000 compounds, 0.83% hits; AID 940;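 active = compounds whose cAMP rise, as percent of the full-agonist control response, exceeds 60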;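 note: rat C6 glioma line stably carrying human EP2 under a CMV promoter; the protocol text gives 20 µM as final concentration; 100% = response of wells given 1 µM PGE2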
# zfTRPN1 agonist: zebrafish TRPN1 (NompC) channel agonism; HEK293 zebrafish TRPN1-YFP, Fluo-8 calcium fluorescence; 100% = response to 87 µM carbachol; activation, % at 3 µM; AID 1424; 220,000 compounds, 0.18% hits;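 active = activation above its plate's cutoff, the mean activation of test wells on that plate plus 3 SD, cut at about 19% in these data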;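 note: 0% = DMSO alone and 100% = 87 µM carbachol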
#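 Material – zebrafish TRPN1-YFP in HEK293 cells · Doses – 3 µM single point · Schedule – dye 1 h 37 °C plus 30 min RT · Signal – Fluo-8 calcium fluorescence, excitation 470-495 nm, emission 515-575 nm · Read-out – % activation versus carbachol response · Control set – carbachol high, DMSO low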
# Starred values were filed as active, the others as inactive; · = not tested or not shown; & = joins results of further samples.
SMILES,S1P4 antag,NPY-Y2 PAM-ag,S1P4 agonist,CHOP inhibitor,NPY Y1 blocker,TRPML3 agonist,NPY-Y1 PAM-ag,EP2 modulator,zfTRPN1 agonist
COc1ccc(/C=C(/NC(=O)c2ccccc2)C(=O)N/N=C/c2sccc2C)cc1,-6,-20,1.1,-26,10,0.0,-19,13,-0.7
CN(C)c1ccc(/C=N/n2c(COc3ccccc3)n[nH]c2=S)cc1,-13,-18,-0.7,-22,5,-1.6,-39,-8,-1.6
CC1=NN(c2nc(C)cc(C)n2)C(=O)C1CCC(C)C (stereo not drawn),-7,5,2.6,-38,3,0.4,13,25,-0.4
COCCCNC(=O)c1c(NC(=O)C2COc3ccccc3O2)sc2c1CCCC2 (stereo not drawn),-11,-7,2.7,36,4,0.4,-37,-3,0.2
O=C(CSc1ccccn1)Nc1ccc2c(c1)OCO2,2,3,0.5,-12,·,-0.9,5,8,0.8
COCCNC(=O)c1ccc(Cn2c(=S)[nH]c3cc4c(cc3c2=O)OCO4)cc1,0,0,0.9,3,5,0.2,-15,-19,1.9
CCCc1ccc(Oc2cn[nH]c2-c2ccc(O)cc2O)cc1,-5,33,1.0,108*,-7,1.2,34,10,-1.1
Cc1cc(/C=C2\NC(=O)N(Cc3ccc(Cl)cc3)C2=O)c(C)n1C,-10,-6,0.5,31,-3,0.8,-6,18,-0.8
CN=C(c1ccccc1)c1c(C)cccc1C,-12,20,2.6,-8,10,1.2,1,49,0.7
COc1ccc(NC(=O)COc2nc3ccccc3nc2N2CCOCC2)c(OC)c1,-8,9,-0.2,-1,7,0.8,-1,-35,0.4
CCCCS(=O)(=O)CC(COc1ccccc1)OC(=O)c1ccccc1 (stereo not drawn),-8,-2,-1.1,18,1,0.2,-10,33,-1.3
O=C(NCc1ccccn1)c1ccc(CNS(=O)(=O)c2cccc(Cl)c2)cc1,-11,7,0.6,14,4,0.2,-2,-22,-0.6
NC(=O)CC[C@H](NC(=O)c1ccc(F)cc1)C(=O)OCC(=O)Nc1c(F)c(F)c(F)c(F)c1F,-42,7,1.1,28,-1,0.8,2,-42,-0.1
O=C(N/N=C/c1ccc(OC(F)F)cc1OC(F)F)NC1CCCCC1,-4,-2,1.1,91*,2,0.0,1,-43,-1.9
O=C(CS(=O)(=O)c1ccc2ccccc2c1)Nc1ccccc1Cl,-4,1,0.8,25,8,-0.6,-1,1,0.0
O=C(NCC1COc2ccccc2O1)c1cn(Cc2ccc(F)cc2)nn1 (stereo not drawn),-1,7,1.6,4,0,-1.1,-14,-32,0.6
CC(C)OC(=O)c1cccc(C(=O)OCc2ccco2)n1,-3,-26,0.2,-73,3,-0.3,-11,5,0.3
COCC(=O)Nc1nnc(Cc2ccc(OC)cc2)s1,-8,-18,-1.0,34,7,0.3,-9,19,-0.3
C=CCNC(=S)Nc1c(N)n(C)c(=O)n(C)c1=O,-9,0,0.9,6,·,0.9,15,-12,1.6
COP(=O)(OC)c1nc(-c2ccccc2)oc1NCc1ccccc1,-8,13,-0.7,8,6,-0.3,5,44,-0.8
Cc1nnc(NC(=O)CCSc2ccccc2)s1,-26,-18,-3.3,13,-1,0.9,-11,-22,1.1
Cc1ccc(CNC(=O)C2(C)Oc3ccccc3NC2=O)cc1 (stereo not drawn),-21,-19,3.4,-24,5,0.4,8,20,0.1
CN(C)c1ccc(/C=N/NC(=O)c2ccc(CN3CCOCC3)cc2)cc1Br,11,-5,-1.4,5,9,3.7,10,-31,6.5
Cc1nn(C)c(C)c1/C=C/C(=O)c1ccccc1,-11,-4,0.1,9,1,-0.2,12,-12,-0.9
COc1ccc(OC)c(S(=O)(=O)N2CCCCC2C(=O)O)c1 (stereo not drawn),1,-7,-3.0,-37,-5,0.8,-4,-9,1.4
Cc1cc(Cl)c(S(=O)(=O)N2CCN(c3ccccn3)CC2)cc1OCC(N)=O,-7,9,1.3,30,-2,1.7,-4,-16,0.6
COc1cc(C2C(C#N)=C(N)N(c3ccc(F)cc3)C3=C2S(=O)(=O)CC3)ccc1O (stereo not drawn),-11,14,0.7,5,5,0.6,-3,8,0.7
Nc1ccc(C(=O)N/N=C\C=C\c2cccc([N+](=O)[O-])c2)cc1,-7,-9,-0.4,-23,1,0.5,12,-74,1.3
CC(C)CCNC(=O)C1CCCN(S(=O)(=O)c2ccc(F)cc2)C1 (stereo not drawn),-4,-10,0.2,15,6,0.7,6,-1,0.5
O=C(CCc1nc2ccccc2s1)Nc1ccccc1,-12,-12,0.0,0,-1,-0.9,6,5,0.0
COc1ccc(-n2c(CSc3nc(C)cc(C)n3)nnc2SCC(=O)Nc2nccs2)cc1,-18,5,1.8,14,11,0.2,-13,20,0.2
COC(=O)c1nn(-c2ccc(-c3ccccc3)cc2)cc1O,-14,2,1.7,34,-1,-0.1,13,23,-0.7
O=C(Nc1ccc(NC(=O)C2CC2)nc1)c1cccnc1,-28,-2,2.1,27,6,0.4,11,10,1.9
COc1cc2c3c(c1OC)C1(C=CC(=NO)C=C1)CC3N(C(C)=O)CC2 (stereo not drawn),-4,14,1.4,-21,3,-0.2,19,3,-1.8
Cc1occc1C(=O)Nc1ccc2c(c1)OCCO2,4,3,-0.2,-5,-1,0.5,-2,-42,0.9
Cc1ccc(OCC(=O)N(c2ccccn2)C2CCCCC2)c(C)c1,-22,-4,0.8,22,9,5.0,-14,1,0.5
Cn1c(N)c(C(=O)c2ccc(Oc3ccccc3)cc2)c(=O)n(C)c1=O,-5,1,2.3,-4,4,0.1,-5,13,-1.0
CN1C2CCC1/C(=C\c1ccc(F)cc1)C(=O)/C2=C/c1ccc(F)cc1,-11,3,0.6,29,0,0.4,8,24,0.1
Cc1noc(C)c1CSc1nnc(-c2ccccc2)o1,-1,3,1.1,8,13,-0.9,1,2,-1.1
Cc1[nH]n(-c2ccccc2)c(=O)c1C(=O)c1cccc(F)c1,3,12,-0.6,25,7,0.6,-9,23,0.7

# Grouped by structure: those above with two or more sulfur atoms
SMILES,S1P4 antag,NPY-Y2 PAM-ag,S1P4 agonist,CHOP inhibitor,NPY Y1 blocker,TRPML3 agonist,NPY-Y1 PAM-ag,EP2 modulator,zfTRPN1 agonist
Cc1nnc(NC(=O)CCSc2ccccc2)s1,-26,-18,-3.3,13,-1,0.9,-11,-22,1.1
COc1ccc(-n2c(CSc3nc(C)cc(C)n3)nnc2SCC(=O)Nc2nccs2)cc1,-18,5,1.8,14,11,0.2,-13,20,0.2

# Next section:
SMILES,S1P4 antag,NPY-Y2 PAM-ag,S1P4 agonist,CHOP inhibitor,NPY Y1 blocker,TRPML3 agonist,NPY-Y1 PAM-ag,EP2 modulator,zfTRPN1 agonist
Brc1csc(C=Nc2ccc3c(c2)OCCOCCOCCOCCO3)c1,-17,11,1.8,-18,3,1.1,13,2,1.3
Cc1ccc(C(=O)C2COC(=O)C2)cc1 (stereo not drawn),-6,10,-1.9,4,-6,-0.3,-29,-13,0.2
O=C(NC1CC1)C1CCN(C2CCN(C(=O)CSc3ccccc3)CC2)CC1,5,-7,0.6,1,·,0.3,-12,-10,0.6
Cc1cccc(NC(=O)CN2C(=O)N/C(=C/c3cc(C)n(-c4cccnc4)c3C)C2=O)c1,9,-10,-2.1,-28,-2,0.8,11,-18,-0.3
Cc1ccc2c(c1)NC(=O)C(CC(=O)Nc1ccc(CN3CCC(C)CC3)cc1)O2 (stereo not drawn),-17,-16,-4.9,-11,0,0.5,1,-17,0.5
CC(=O)Nc1ccc2nc(-c3cccnc3)[nH]c2c1,-16,4,-0.7,14,-3,0.7,3,1,0.4
O=C(NCCN1CCCC1)c1ccc(Cl)cc1,7,2,0.0,-10,4,1.0,-2,4,1.1
CC(C)(C)c1ccc(N2C(=O)CC(C/C=C/c3ccccc3)C2=O)cc1 (stereo not drawn),7,9,-0.8,-17,·,0.0,2,-17,0.0
COc1cccc(C(c2nnnn2Cc2ccco2)N2CCN(c3cccc(C)c3C)CC2)c1OC (stereo not drawn),5,12,-2.1,13,16,0.8,-1,36&30,0.0
O=C(NCCN1CCOCC1)c1noc2c1CCc1ccccc1-2,-20,1,0.6,-2,1,0.5,2,-6,-0.4
CCN(CC)S(=O)(=O)c1cccc(C(=O)OCC(=O)C23CC4CC(CC(C4)C2)C3)c1,-1,6,-0.4,36,4,0.4,6,15,0.2
COC(=O)c1sc(-c2ccc(Cl)cc2)cc1NC(=O)/C=C/C(=O)O,12,13,1.3,-89,·,0.4,2,-44,1.6
Cc1ccc(C)c(NC(=O)CSc2nnc(CCNC(=O)OC(C)(C)C)o2)c1,-4,6,0.3,7,-3,-0.1,12,15,0.0
O=C(c1ccc2c(c1)N(Cc1ccccc1F)C(=O)c1ccccc1S2)N1CCOCC1,18,3,0.8,-10,·,-0.5,19,27,-0.4
CCOC(=O)c1ccc(Nc2sc(C(=O)c3cccc([N+](=O)[O-])c3)c(N)c2C#N)cc1,11,12,0.4,-4,·,0.7,-15,10,-0.1
CCOc1cccc(/C(O)=C2/C(=O)C(=O)N(CCN3CCOCC3)C2c2ccncc2)c1 (stereo not drawn),-2,-5,1.2,-11,2,0.2,9,-2,0.7
O=C(O)c1ccc2c(c1)C(=O)/C(=C\c1ccco1)C2=O,-7,-3,-2.3,2,3,0.1,-8,-28,-0.9
O=C(Nc1ccc(CN2CCCCC2)cc1)c1sc2ccccc2c1Cl,-1,-51,-0.4,-11,·,0.9,-81,-21,1.0
CCOC(=O)c1cn2nc(Oc3ccc(C(=O)OC)cc3)ccc2n1,4,7,-0.2,20,·,0.4,6,-50,1.1
CN(C)CCCN1C(=O)c2oc3ccccc3c(=O)c2C1c1cccs1 (stereo not drawn),-15,-3,-1.4,22,-6,0.5,-31,2,0.8
O=C1CC(c2ccccc2)=NN1c1nc(-c2ccccc2)cs1,-1,3,0.1,4,1,0.7,9,-2,0.5
Cc1ccc(S(=O)(=O)Nc2cc(C)c(O)cc2C)cc1,10,5,0.0,25,-7,-0.3,-2,-15,0.4
O=C(Nc1ccc(Nc2ccccc2)cc1)C1CC1,8,2,-0.3,-2,4,-0.6,5,-2,0.6
CCOC(=O)CSc1nc(C(C)C)nc2sc(C)c(C)c12,24,-36,0.7,65,23*,0.0,-43,34,-1.4
Cc1ccc(-n2nc3c(c2NC(=O)/C=C\c2ccc4c(c2)OCO4)CSC3)c(C)c1,12,2,1.3,24,5,0.0,-32,-1,-1.8
CCn1c(=O)c2cc(C(=O)N3CCN(C)CC3)sc2c2ccccc21,-6,-8,-1.4,0,5,1.3,-27,16,0.8
O=C(Nc1ccc(Oc2ncnc3cc(Cl)ccc23)nc1)c1cccs1,10,7,-0.5,31,·,0.3,-5,34,1.3
Nc1ccccc1C(=O)NNc1c2ccccc2nc2ccccc12,1,16,0.7,23,·,-1.5,29,-28,-4.0
O=C(CCl)Nc1ccc(Sc2ccc(NC(=O)CCl)cc2)cc1,10,13,0.8,106*,·,2.3,9,-15,4.4

# High-throughput results: PubChem BioAssay, several laboratories
